GLP-1R agonist: agonists of human GLP-1 receptor | Potency, µM (highest dose often 45.6 µM), for the others: at the top dose activation, actives largely listed as activators | HEK293 GLP-1R CRE-luciferase, luminescence, 4-6 h; cells express a hypersensitive GLP-1R form | 0.007% of 380,000 active; note: potency is the fitted concentration of half-maximal effect; % of control where 0% means no effect
GLP1R inv ag: acts as inverse agonist at human GLP-1 receptor; P43220; HEK293 GLP-1R CRE-luciferase, luminescence, 24 h; GLP-1R form is constitutively active; Potency, µM (doses to about 38.3 µM), for inactives: at the top dose activity change, negative = inhibition, most hits filed as inhibitors; 1.6% of 410,000 active; note: potency is the fitted concentration of half-maximal effect; % is set by controls: 0 for no effect and ±100 for the full control effect; nearly all actives have a fitted effect of over 55% in size
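Stable HEK293 clone (constitutively active GLP-1R + cAMP-response luciferase); 200 cells/uL plated, 12 h pre-culture, compound 24 hr, 37 deg C/5% CO2; detection reagent 12 min RT; luminescence.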
EPAC1 antagonist: EPAC1 (human) antagonism. O95398. EPAC1 GEF assay, Rap1b-BODIPY-GDP exchange fluorescence. Potency, µM (highest dose often 115 µM), for inactives: at the top dose activity change, negative = inhibition, most hits filed as inhibitors. 0.14% of 360,000 active. AID 720709;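 note: potency is the fitted concentration of half-maximal effect; plate controls were vehicle for no effect and positive control for full effect; nearly all actives have a fitted effect of over 50% in size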
PI5P4Ka inh: blocks human PI5P4K alpha kinase activity; 1.2% of 330,000 active; max response, %; PI5P4Kalpha enzyme, ADP-Glo luminescence, 60 min; hits give low values; active = max response of -50% or lower; inconclusive = between -30% and -50%; inactive = -30% or higher; note: value at the top dose of about 77 µM; % is set by controls: 0 for no effect and ±100 for the full control effect
Target sequence (P48426 whole entry, looked up): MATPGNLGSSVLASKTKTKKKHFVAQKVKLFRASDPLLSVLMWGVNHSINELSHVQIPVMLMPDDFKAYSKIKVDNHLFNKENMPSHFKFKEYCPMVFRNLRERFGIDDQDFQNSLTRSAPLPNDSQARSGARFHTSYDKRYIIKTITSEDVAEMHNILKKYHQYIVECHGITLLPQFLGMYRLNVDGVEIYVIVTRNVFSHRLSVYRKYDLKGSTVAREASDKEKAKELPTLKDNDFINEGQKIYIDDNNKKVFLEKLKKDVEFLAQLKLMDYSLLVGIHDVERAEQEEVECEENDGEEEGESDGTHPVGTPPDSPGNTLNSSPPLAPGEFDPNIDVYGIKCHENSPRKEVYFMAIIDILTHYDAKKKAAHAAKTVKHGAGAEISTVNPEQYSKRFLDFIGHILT
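Controls without substrate or without enzyme flank wells where PI5P4Kalpha converts substrate using 5 microM ATP (final). Incubation lasts 60 minutes at room temperature; ADP formed is read by ADP-Glo luminescence.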
PTHR1 agonist: agonists of human PTHR1 parathyroid hormone receptor. Q03431. Potency, µM (series often up to 115 µM), for the others: at the top dose activation, hits mostly activators. HEK293 GP2 PTHR1 cells, GloSensor cAMP luminescence, 1 h. 0.075% of 410,000 active; note: potency is the fitted concentration of half-maximal effect; nearly all actives have a fitted effect of over 55% in size; some results filed as inactive show a strong effect at the top dose; inactives centre near -15; many of its hits are not listed in these tables
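HEK-293-derived GP2 cells expressing PTHR1 and a GloSensor cAMP reporter, 3,000/well, plated overnight, given luciferin plus IBMX (each 0.5 mM as added) for 1 h at 37 °C, then compound for 1 h at 37 °C. Luminescence was read after 15 min at room temperature.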
PLK1 PBD block: blocks phosphopeptide binding to human PLK1 polo-box domain; 2.8% of 360,000 active; Plk1 PBD binding of FITC phosphopeptide, fluorescence polarization; AID 720504; P53350; Potency, µM, for inactives: max response, negative = inhibition, most hits filed as inhibitors; note: potency is the fitted concentration of half-maximal effect; series mostly up to about 57 µM; % is set by controls: 0 for no effect and ±100 for the full control effect; nearly all actives have a fitted effect of over 65% in size
Target sequence (P53350 whole entry, looked up, the tested form may be a part): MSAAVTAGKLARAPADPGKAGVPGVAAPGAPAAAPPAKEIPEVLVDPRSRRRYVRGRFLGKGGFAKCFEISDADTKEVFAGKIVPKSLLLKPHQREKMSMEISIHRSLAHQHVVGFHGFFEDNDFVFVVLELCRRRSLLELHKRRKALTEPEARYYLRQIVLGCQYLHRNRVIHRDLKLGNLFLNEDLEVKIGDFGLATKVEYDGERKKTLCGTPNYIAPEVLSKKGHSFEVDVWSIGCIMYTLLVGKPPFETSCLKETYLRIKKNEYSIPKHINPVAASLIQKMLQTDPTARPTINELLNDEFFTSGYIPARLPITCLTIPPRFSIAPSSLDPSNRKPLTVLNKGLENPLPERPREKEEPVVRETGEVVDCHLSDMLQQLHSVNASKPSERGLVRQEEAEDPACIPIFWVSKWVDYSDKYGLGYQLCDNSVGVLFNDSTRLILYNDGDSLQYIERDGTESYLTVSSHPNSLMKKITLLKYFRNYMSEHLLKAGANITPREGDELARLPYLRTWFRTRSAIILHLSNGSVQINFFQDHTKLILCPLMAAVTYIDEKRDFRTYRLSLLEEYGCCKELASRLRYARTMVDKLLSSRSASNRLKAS
EPAC1 ag: activates human EPAC1 exchange factor; 0.073% of 360,000 active; O95398; EPAC1 agonist qHTS, biochemical assay; response scale: 100% = response to 6.5 mM cAMP; Potency, µM (top dose mostly 154 µM), for inactives: top-dose activation, hits mostly activators; note: potency is the fitted concentration of half-maximal effect; nearly all actives have a fitted effect of over 60% in size
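Nucleotide exchange by EPAC1 (100 nM) on Rap1B–BODIPY-GDP (250 nM) in the presence of 50 uM GDP is tracked fluorescently at 480/540 nm over 30 min. Signals are normalized to a 6.5 mM cAMP control.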
GLP1R cytotox: cytotoxicity in counter-screen for GLP-1R inverse agonists | 0.13% of 410,000 active | Potency, µM (highest dose often 38.3 µM), without a hit: top-dose activity change, negative = inhibition, hits mostly inhibitors | HEK293 cAMP-luciferase reporter cells, luminescence, 24 h;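 note: loss of luciferase light is scored as toxicity; potency is the fitted concentration of half-maximal effect; % is set by controls: 0 for no effect and ±100 for the full control effect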
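Luminescence readout: signal drop marks cytotoxicity. Plated cells grew 12 h at 37 °C, 5% CO2, received 23 nL compound for 24 h, then got luciferase reagent, read after 12 min at RT.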
IL-2 act: activates IL-2 in a cell-based reporter assay; AID 652025; IL-2 activation reporter assay, cell-based qHTS; stimulated with anti-CD3/CD4/CD28 beads; in transgenic mouse T cells; 0.065% of 360,000 active; activation, % (series mostly up to about 46 µM); in the data active = activation above about 50%; inconclusive = mostly about 30% to 49%; note: 0% is about no effect
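Quantitative HTS in unstimulated transgenic mouse T cells, with memory T cells as non-tolerant control and PMA/ionomycin as tolerance-bypass control. Compound pretreatment lasted 60 minutes before 18 h bead stimulation; EGFP/DsRed fluorescence read.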
* marks the source's active call; other numbers are inactive results; i = inactive; ? = inconclusive; · = not tested or not shown; [ ] = another dose, or the depositor's remark. Unless noted, calls come from the whole dose curve; as a rule, active = well fitted curve in the direction sought with a large enough effect; inconclusive = small, poorly fitted or top-dose-only effect, or another doubt; inactive = no such curve, though single readings can be large; an effect the other way counts as inactive or inconclusive. These rows are one share of the data; count on the stated rates, not on these rows.

Screens in order – GLP-1R agonist | GLP1R inv ag | EPAC1 antagonist | PI5P4Ka inh | PTHR1 agonist | PLK1 PBD block | EPAC1 ag | GLP1R cytotox | IL-2 act
Cc1ccc(CNC(=O)C2CCCCC2C(=O)O)cc1 (stereo not drawn)
  -3.9% | 0.0% | 4.0% | · | i | -0.9% | -3.0% | -0.4% | 0.0
Cc1ccc(OCC(=O)N2CCCCCC2)c(C)c1
  3.1% | 0.0% | -5.7% | · | i | -7.1% | 3.0% | 2.4% | 0.3
CSC1=N/C(=C\C=C\c2cccs2)C(=O)S1
  -3.0% | ? | -19.3% | ? | i | -12.2% | 20.3% | 20.8% | 7.3
O=C(c1ccc(NS(=O)(=O)c2cccc([N+](=O)[O-])c2)cc1)N1CCN(C(=O)c2ccco2)CC1
  -6.6% | 14.2% | -6.0% | ? | -24.1% | -3.0% | -0.9% | -2.2% | 0.6
O=S(=O)(c1ccc(Br)cc1)N1CCCN(Cc2cccc(F)c2)CC1
  6.8% | ? | -17.2% | 10.7 | -26.4% | 0.0% | -2.1% | 12.4% | -2.0
CCCCOc1ccc(C(=O)NCC(=O)OCC(=O)c2c(N)n(C)c(=O)n(C)c2=O)cc1
  8.0% | 10.9% | 4.8% | 0.8 | i | 4.8% | 5.9% | 15.9% | -0.1
CCOc1cccc(NC(=O)C2CC(=O)N(c3ccc(F)cc3)C2)c1 (stereo not drawn)
  3.2% | -0.7% | 12.5% | -0.4 | i | -16.0% | 14.6% | 0.7% | 5.4
Cc1cc(C)c2cc3c(N)c(C(=O)N4CCc5ccccc5C4)sc3nc2c1
  0.0% | 50.8%[activator] | ? | · | -5.7%[57.5 µM] | -2.1% | 9.8% | 173.6%[activator] | -0.2
COc1ccc(Cc2nc3ccc(C(=O)NCC4CCOCC4)cc3o2)cc1OC
  11.5% | 48.1%[activator] | -5.6% | -2.8 | -19.1% | 3.1% | 2.0% | -0.4% | -0.6
NCCCNC(=O)c1ccc(/C=N/O)nc1
  -0.3% | -6.7% | ? | 11.0 | i | -9.2% | 3.1% | -3.4% | 1.1

The closing 3 entries of the section above come first, to join the parts.
Screens in order – GLP-1R agonist | GLP1R inv ag | EPAC1 antagonist | PI5P4Ka inh | PTHR1 agonist | PLK1 PBD block | EPAC1 ag | GLP1R cytotox | IL-2 act
Cc1cc(C)c2cc3c(N)c(C(=O)N4CCc5ccccc5C4)sc3nc2c1
  0.0% | 50.8%[activator] | ? | · | -5.7%[57.5 µM] | -2.1% | 9.8% | 173.6%[activator] | -0.2
COc1ccc(Cc2nc3ccc(C(=O)NCC4CCOCC4)cc3o2)cc1OC
  11.5% | 48.1%[activator] | -5.6% | -2.8 | -19.1% | 3.1% | 2.0% | -0.4% | -0.6
NCCCNC(=O)c1ccc(/C=N/O)nc1
  -0.3% | -6.7% | ? | 11.0 | i | -9.2% | 3.1% | -3.4% | 1.1
Cc1cc(C)cc(NC(=O)COc2coc(CN3CCc4ccccc4C3)cc2=O)c1
  -2.5% | ? | 0.3% | 1.2 | -31.5%[inhibitor] | -3.1% | -12.1% | -23.2% | 0.1
C=CCn1c(SCC(=O)N(C)c2c(N)n(Cc3ccccc3)c(=O)[nH]c2=O)nnc1-c1ccccc1OC
  -0.6% | 6.4% | 11.0% | -0.7 | 19.3% | 1.1% | -2.9% | -8.8% | -3.9
O=C1CCC(C(=O)N(CCO)Cc2ccccc2)CN1CC1CCCCC1 (stereo not drawn)
  -2.5% | 9.9% | -12.4% | 0.0 | -18.3% | -3.1% | -0.6% | -2.1% | -3.4
CCC(=O)c1c[nH]c(C(=O)NCCCN2CCOCC2)c1
  2.2% | 21.0% | -7.1% | 0.1 | i | -2.9% | 6.5% | -8.5% | -0.5
COc1ccc(C2(NC(C)=O)CCN(C(=O)c3cccs3)CC2)cc1
  -7.5% | 11.4% | -15.6% | 0.2 | i | -5.0% | 0.0% | -11.1% | -0.2
O=S(=O)(Cc1ccc(Cl)cc1)Oc1ccc(Cl)cc1
  7.1% | ? | -5.7% | 18.1 | i | 10.1% | 15.6% | 9.4% | -0.6
COc1ccccc1CC(=O)N1CCN(c2ccccc2)CC1
  -2.3% | -16.8% | -25.0% | 2.4 | ? | -11.8% | 6.6% | 28.3% | -0.3
Cc1cccc(C(=O)OCC(=O)NC2CCCCCCC2)c1
  -2.5% | -27.9% | 2.5% | -0.7 | -89.5%[inhibitor] | -11.8% | -3.2% | -4.2% | -0.1
CCCN(CCC)c1nc2ccccc2nc1C(C#N)C(=O)OCCOC (stereo not drawn)
  15.2% | ? | -25.8% | 1.5 | -5.2% | 2.3% | 23.7% | 4.9% | -1.4
COc1cccc(-c2ccc(CN3C(C(C)C)C(=O)N(Cc4cn(CCC5OCCO5)nn4)CCS3(=O)=O)cc2)c1OC (stereo not drawn)
  -0.5% | 1.3% | -16.2% | 7.9 | -8.1% | 1.9% | -10.2% | -3.2% | 3.2
Cc1ccc(S(=O)(=O)Nc2nc(C)cc(NCCN)n2)cc1
  0.2% | 4.3% | -7.2% | · | i | 1.1% | 4.5% | -28.1% | 0.8
COC(=O)[C@H](CC(C)C)NC(=O)NCc1ccc(Cl)cc1
  4.9% | -16.2% | 5.0% | 0.6 | i | -3.7% | -4.2% | -20.6% | -1.2
Cc1ccc(-n2ncc3c(NCCCOC(C)C)ncnc32)c(C)c1
  0.6% | 2.51µM* | -1.1% | 0.0 | -15.4%[57.5 µM] | -6.9% | -3.3% | 12.7% | 0.0
CNc1snc(C)c1C(=O)OC(C)C(=O)NCc1ccccc1 (stereo not drawn)
  11.4% | 28.3% | -12.8% | -7.0 | -8.1% | 0.6% | 4.4% | 8.2% | 1.0
CCOC(=O)Cc1csc(NC(=O)CCNS(=O)(=O)c2ccc3c(c2)CCC(=O)N3)n1
  0.4% | 2.2% | 13.8% | 0.4 | i | -6.0% | -1.5% | -7.3% | -3.1
Cc1ccccc1CC(=O)Nc1ccc(C(=O)N2CCCC2)cc1
  -4.9% | -6.2% | 2.0% | 4.2 | -25.2% | 0.7% | -5.6% | 0.6% | 1.2
COC(=O)C1=C(C)NC(C)=C(C(=O)OC)C1C(=O)OCC(=O)N1CCCCC1C (stereo not drawn)
  0.7% | 3.8% | ? | 10.1 | i | -19.4% | -47.0%[inhibitor] | 7.9% | -1.0
CCOc1cc(NC(=O)c2ccco2)c(OCC)cc1NC(=O)CCc1ccccc1OC
  2.4% | ? | 6.9% | -1.5 | -16.3%[57.5 µM] | -4.8% | -2.6% | -12.5% | -0.4
COc1cc(NC(=O)CN(C)Cc2cccc(F)c2)c(C)cc1[N+](=O)[O-]
  -4.9% | 0.1%[0.307 µM] | 9.8% | -6.4 | -12.0% | 26.7µM* | -3.0% | -1.6%[0.307 µM] | 2.3
Cc1nnc(N)s1
  -7.0% | 7.7% | 17.5% | -2.3 | 16.3% | 2.5% | -5.2% | 2.2% | -0.1
CC(OC(=O)Cc1c[nH]c2ccccc12)C(=O)Nc1ccccc1F (stereo not drawn)
  8.9% | -10.5% | -28.8% | 1.5 | -17.8% | -1.6% | ? | 6.9% | -0.1
Cc1cc(C)c(C#N)c(SCS(=O)c2ccc(C(C)(C)C)cc2)n1 (stereo not drawn)
  10.8% | -23.3% | -10.3% | · | -7.4%[57.5 µM] | -2.0% | -2.4% | -19.0% | -1.0
CC1CCN(C(=O)CCC(=O)Nc2nnc(C(F)(F)F)s2)CC1
  -0.7% | 1.9% | -10.2% | 4.4 | -5.1% | 1.3% | -5.8% | -29.7% | 0.0
CC(CCc1ccccc1)NC(=O)c1cc2sccc2n1C (stereo not drawn)
  ? | 0.0% | 2.2% | · | -18.9% | 2.0% | 13.9% | -4.2% | 0.3
Cc1ccc(C(=O)Nc2cccc([N+](=O)[O-])c2)cc1S(=O)(=O)Nc1ccc(NC(=O)c2ccccc2)cc1
  1.9% | ? | -8.3% | -12.9 | i | 4.1% | 2.7% | -21.9% | -0.6
CC(=O)Nc1ccc(SCC(=O)c2cc(C)n(-c3ccccc3)c2C)cc1
  -2.6% | ? | -20.2% | 0.0 | i | -23.2% | 4.3% | 18.7% | -0.3
O=C1CN(C(=S)Nc2ccccc2Cl)CCN1
  1.6% | -5.4% | -4.4% | 4.0 | ? | -21.5% | -7.6% | 3.4% | -0.8
Cc1cccc(NC(=O)C2CCCN(S(=O)(=O)c3c(C)[nH]c(=O)[nH]c3=O)C2)c1C (stereo not drawn)
  0.4% | -5.4% | · | · | 18.3% | · | · | 2.9% | ·
Cc1ccc(S(=O)(=O)NN2C(=O)/C(=C/c3cccnc3)SC2=S)cc1
  -1.3% | ? | ? | -29.8 | i | -9.9% | -2.9% | -19.2% | 1.0
O=C(NCc1cccs1)C1CCN(S(=O)(=O)c2cccc([N+](=O)[O-])c2)CC1
  16.5% | 8.1% | 1.0% | 2.7 | i | -6.8% | 9.1% | -9.3% | -0.1
Cc1cc(C)n(-c2nnc(Cl)c3ccccc23)n1
  -1.2% | 17.8% | -5.9% | -2.6 | -4.7% | -0.7% | 6.2% | -7.4% | -1.4
C/C(=N\NC(=O)CCC(=O)NCc1ccccc1)c1ccc([N+](=O)[O-])cc1
  -10.7% | 10.2% | -6.2% | 4.2 | -1.4% | 1.4% | -3.1% | -3.7% | -0.9
Cc1ccc(NS(=O)(=O)c2cc(OCC(N)=O)c(C)cc2Cl)cc1
  -7.1% | -2.3% | -1.5% | -3.9 | -0.8% | -8.9% | 9.5% | -7.9% | -1.6

Structures from the list above that contain an aryl thioether with sulfur outside any ring:
Screens in order – GLP-1R agonist | GLP1R inv ag | EPAC1 antagonist | PI5P4Ka inh | PTHR1 agonist | PLK1 PBD block | EPAC1 ag | GLP1R cytotox | IL-2 act
C=CCn1c(SCC(=O)N(C)c2c(N)n(Cc3ccccc3)c(=O)[nH]c2=O)nnc1-c1ccccc1OC
  -0.6% | 6.4% | 11.0% | -0.7 | 19.3% | 1.1% | -2.9% | -8.8% | -3.9
Cc1cc(C)c(C#N)c(SCS(=O)c2ccc(C(C)(C)C)cc2)n1 (stereo not drawn)
  10.8% | -23.3% | -10.3% | · | -7.4%[57.5 µM] | -2.0% | -2.4% | -19.0% | -1.0
CC(=O)Nc1ccc(SCC(=O)c2cc(C)n(-c3ccccc3)c2C)cc1
  -2.6% | ? | -20.2% | 0.0 | i | -23.2% | 4.3% | 18.7% | -0.3

Source: PubChem BioAssay
